Assay outcomes deposited in PubChem BioAssay by National Center for Advancing Translational Sciences (NCATS).
PTHR1 agonist: activates the human parathyroid hormone receptor PTHR1; actives 0.075% (n = 410,000); Potency, µM (top dose mostly 115 µM), for inactives: top-dose activation, hits mostly activators; HEK293 GP2 PTHR1 cells, GloSensor cAMP luminescence, 1 h; Q03431; further: potency means the concentration at half of the fitted maximal effect; nearly all actives have a fitted effect of over 55% in size; some results filed as inactive show a strong effect at the top dose; inactives centre near -15; many of its hits are not listed in these tables
Target sequence (Q03431 whole entry, looked up): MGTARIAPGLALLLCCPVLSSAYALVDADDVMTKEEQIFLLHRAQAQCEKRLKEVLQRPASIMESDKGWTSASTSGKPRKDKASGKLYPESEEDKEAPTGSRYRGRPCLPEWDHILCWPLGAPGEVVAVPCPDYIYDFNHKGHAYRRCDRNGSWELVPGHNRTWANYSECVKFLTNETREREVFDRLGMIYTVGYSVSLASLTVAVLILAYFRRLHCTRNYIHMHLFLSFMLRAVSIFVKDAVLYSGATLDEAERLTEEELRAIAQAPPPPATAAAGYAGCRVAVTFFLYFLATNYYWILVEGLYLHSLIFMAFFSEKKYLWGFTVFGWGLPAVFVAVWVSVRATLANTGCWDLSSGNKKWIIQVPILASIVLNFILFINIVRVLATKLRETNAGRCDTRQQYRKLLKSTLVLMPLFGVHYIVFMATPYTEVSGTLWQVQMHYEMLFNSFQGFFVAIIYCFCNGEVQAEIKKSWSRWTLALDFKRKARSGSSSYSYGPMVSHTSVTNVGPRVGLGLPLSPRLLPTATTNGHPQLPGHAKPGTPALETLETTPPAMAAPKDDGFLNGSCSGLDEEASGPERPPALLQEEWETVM
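HEK-293-derived GP2 cells expressing PTHR1 and a GloSensor cAMP reporter, 3,000/well, plated overnight, given luciferin plus IBMX (each 0.5 mM as added) for 1 h at 37 °C, then compound for 1 h at 37 °C. Luminescence was read after 15 min at room temperature.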
pAkt inh: Akt phosphorylation inhibition. Neuro2A IGF-stimulated pAkt S473 HTRF, 20 min; stronger effect = lower value. activity change, % for hits at 50 µM. actives 0.32% (n = 360,000). AID 651550; in the data active means activity change below about -80%; inconclusive means mostly about -51% to -80%; further: on the % scale 0 is the no-effect control and ±100 the full control effect
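Neuro2A cells in DMEM with 0.5% FBS, overnight at 37 deg C, given compound at single 50 µM final, then IGF (6 nM final) for 20 min at 37 deg C. Lysed; phospho-Akt Ser473 by HTRF after 24 h, 665/615 ratio.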
aSyn rescue: rescues yeast growth from alpha-synuclein toxicity; actives 0.14% (n = 370,000); AID 652106; Yeast expressing alpha-synuclein, growth rescue, BacTiter-Glo, 24 h; Potency, µM (series often up to 46.1 µM), inactives show at the highest dose growth rescue (activation), usual class: activators; further: potency means the concentration at half of the fitted maximal effect; % of control where 0% means no effect; nearly all actives have a fitted effect of over 65% in size
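Readout is rescue of growth in alpha-synuclein-expressing yeast, so inhibitors of toxicity appear as activators. Growth after 24 hr at 30 deg C in galactose medium is quantified by luminescence.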
FUS suppressor: rescues growth of FUS-expressing yeast; S. cerevisiae FUS-expressing, growth rescue, OD600, 24 h; Potency, µM (titrated, usually from 76.6 µM), without a hit: at the highest dose growth rescue (activation), usual class: activators; actives 0.24% (n = 390,000); AID 1347120;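 further: potency means the concentration at half of the fitted maximal effect; plate controls were DMSO vehicle for no effect and reference control for full effect; nearly all actives have a fitted effect of over 55% in size; some results filed as inactive show a strong effect at the top dose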
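Restored growth of FUS-toxic S. cerevisiae, read as 600 nm absorbance after 24 h at 30C in galactose medium (starting OD 0.005). Controls CP55940 and DMSO.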
TDP43 rescue: rescues yeast growth from TDP-43 toxicity | Potency, µM (doses to about 46.1 µM), for inactives: at the top dose growth rescue (activation), usual class: activators | TDP-43 expressing yeast growth rescue, BacTiter-Glo, 24 h | actives 1.8% (n = 410,000); further: potency means the concentration at half of the fitted maximal effect; % of control where 0% means no effect; nearly all actives have a fitted effect of over 50% in size
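Yeast cells expressing TDP-43 under galactose induction are exposed to compounds for 24 hr at 30 deg C. BacTiter-Glo luminescence measures growth, so protective compounds score as activators.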
GLP1R cytotox: cytotoxicity in counter-screen for GLP-1R inverse agonists | HEK293 cAMP-luciferase reporter cells, luminescence, 24 h | Potency, µM (titrated, usually from 38.3 µM), for the others: at the top dose activity change, negative = inhibition, usual class: inhibitors | actives 0.13% (n = 410,000);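 further: loss of luciferase light is scored as toxicity; potency means the concentration at half of the fitted maximal effect; on the % scale 0 is the no-effect control and ±100 the full control effect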
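1536-well qHTS counterscreen of the MLSMR; 200 cells/uL, 12 h pre-incubation, 23 nL cpd, 24 h at 37 deg C 5% CO2, luciferase detection reagent, 12 min RT, luminescence. Inhibition = undesired.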
MmCpn inh: blocks the Methanococcus maripaludis chaperonin Mm-Cpn; purified Mm-Cpn ATPase, ADP Transcreener TR-FRET; Potency, µM (top dose mostly 76.9 µM), for inactives: at the top dose activity, negative = inhibition, usual class: inhibitors; actives 0.031% (n = 330,000); further: potency means the concentration at half of the fitted maximal effect; on the % scale 0 is the no-effect control and ±100 the full control effect; nearly all actives have a fitted effect of over 80% in size
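Eu-cryptate anti-ADP/ADP-d2 competition gives a ratio inversely related to ADP. Enzyme at 25 nM was pre-exposed to compound for 10 min, then given 10 uM ATP for 30 min, 37°C throughout.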
GLP1R inv ag: inverse agonists of human GLP-1 receptor. P43220. Potency, µM (doses to about 38.3 µM), inactives show at the highest dose activity change, negative = inhibition, most hits filed as inhibitors. HEK293 GLP-1R CRE-luciferase, luminescence, 24 h; GLP-1R form is constitutively active. AID 624417. actives 1.6% (n = 410,000); further: potency means the concentration at half of the fitted maximal effect; on the % scale 0 is the no-effect control and ±100 the full control effect; nearly all actives have a fitted effect of over 55% in size
Target sequence (P43220 whole entry, looked up): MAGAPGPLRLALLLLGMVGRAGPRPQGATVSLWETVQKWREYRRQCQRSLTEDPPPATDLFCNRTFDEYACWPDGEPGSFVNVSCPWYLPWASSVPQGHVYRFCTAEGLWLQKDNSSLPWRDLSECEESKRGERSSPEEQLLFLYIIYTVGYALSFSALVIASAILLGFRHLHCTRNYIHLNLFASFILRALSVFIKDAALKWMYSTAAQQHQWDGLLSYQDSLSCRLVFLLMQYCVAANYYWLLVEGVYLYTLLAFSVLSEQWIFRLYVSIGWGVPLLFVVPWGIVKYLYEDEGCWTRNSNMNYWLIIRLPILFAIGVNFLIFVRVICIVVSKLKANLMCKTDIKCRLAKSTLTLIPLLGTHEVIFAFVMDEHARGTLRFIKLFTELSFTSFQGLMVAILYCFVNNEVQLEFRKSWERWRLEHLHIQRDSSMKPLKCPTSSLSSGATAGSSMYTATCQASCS
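HEK293 cells stably co-expressing constitutively active GLP-1R and a cAMP-responsive luciferase reporter were seeded in DMEM with 10% Nu serum, given compounds after 12 h, and incubated 24 h at 37 deg C. Luminescence was then read.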
Abeta rescue: compounds reversing amyloid beta toxicity in yeast | yeast expressing A-beta42, growth rescue, OD600, 48 h; response scale: 0% DMSO, 100% iron-clioquinol control | Potency, µM (doses to about 46.1 µM), inactives show at the highest dose growth rescue, most hits filed as activators | actives 0.063% (n = 410,000); further: potency means the concentration at half of the fitted maximal effect; nearly all actives have a fitted effect of over 55% in size
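Yeast growth medium received pinned compounds, then yeast cells expressing toxic A-beta were added; plates incubated at 30 C for 48 hr. Growth read as absorbance at 600 nm, normalized to DMSO and equimolar FeCl3 plus clioquinol controls.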
* = called active by the depositor; i = inactive; ? = inconclusive; · = not tested or not shown; [ ] = remark or other dose. Unless noted, the call rests on the fitted dose curve; in most records, active means well fitted curve in the direction sought with a large enough effect; inconclusive means small, poorly fitted or top-dose-only effect, or another doubt; inactive means no such curve, though single readings can be large; an effect the other way counts as inactive or inconclusive. The list is partial, so the mix of outcomes need not match the whole.

Results follow in this order: PTHR1 agonist	pAkt inh	aSyn rescue	FUS suppressor	TDP43 rescue	GLP1R cytotox	MmCpn inh	GLP1R inv ag	Abeta rescue
[1] CCOC(=O)c1cnc2c(OC)cccc2c1Nc1cccc(O)c1
 : -30%	·	-17%	-14%	15%	0%	·	15%	-9%
[2] O=C1CSC(c2cccnc2)N1C1CCCCC1 (stereo not given)
 : i	i	1%	-3%	13%	-2%	-1%	7%	14%
[3] COc1ccccc1C(=O)N/N=C/c1ccc2c(c1)OCO2
 : -16%	i	0%	21%	2%	-2%	-12%	15%	0%
[4] O=C(NC1CCCCC1)C1c2ccccc2OCC(=O)N1C1CC1 (stereo not given)
 : -6%	i	-1%	-12%	0%	-2%	·	1%	11%
[5] O=C(COc1ccccc1[N+](=O)[O-])NCC1COc2ccccc2O1 (stereo not given)
 : -85%[inhibitor]	i	21%	-4%	3%	-18%	0%	12%	6%
[6] CCc1noc(C)c1C(=O)Nc1nc(-c2ccc(NC(C)=O)cc2)cs1
 : i	i	-1%	30%	13%	-25%	-4%	?	4%
[7] CC1CCCC(NC(=O)CCNC(=O)c2ccc(Br)cc2)C1C (stereo not given)
 : -6%	i	7%	19%	21%	1%	-2%	?	10%
[8] CN(C)c1ccc(C(CNS(=O)(=O)c2ccc([N+](=O)[O-])cc2)N2CCOCC2)cc1 (stereo not given)
 : i	i	-11%	-14%	-11%	-1%	-2%	-13%	5%
[9] O=C(/C=C/c1ccc(S(=O)(=O)N2CCOCC2)cc1)NCc1ccccc1Cl
 : -12%	i	-7%	·	-7%	12%	0%	-17%	0%
[10] O=C(N/N=C/c1ccccc1Cl)C1CC1
 : -10%	i	1%	5%	16%	-12%	1%	-17%	1%
[11] CCOc1ccc(N(CC(=O)NCCc2ccc(OC)cc2)S(C)(=O)=O)cc1
 : i	i	1%	-20%	-7%	6%	2%	7%	8%
[12] CC(/C=C/c1ccc2c(c1)OCO2)=N\NC(=O)C(O)c1ccccc1 (stereo not given)
 : i	i	1%	1%	-1%	-1%	0%	-6%	-7%
[13] Cn1c(SCc2nc(-c3ccc(Cl)cc3)no2)nnc1-c1ccco1
 : i	i	5%	17%	13µM*	-2%	-1%	-6%	1%
[14] N#Cc1cc(Br)ccc1N=C1CCCN1c1ccccc1
 : -24%	i	-2%	·	0%	-2%	-1%	2%	12%
[15] O=C(CN1CC(=O)Oc2ccccc21)NCc1ccco1
 : i	i	-11%	5%	1%	-17%	?	0%	-22%
[16] COCc1cc(C)nc2sc3c(=O)n(-c4cc(C)ccc4C)nnc3c12
 : -20%	·	·	-23%	3%	0%	·	-6%	-11%
[17] Cc1nn(-c2cccc(Cl)c2)c2c1C(c1cccnc1)C(C#N)=C(N)O2 (stereo not given)
 : i	i	-7%	36%	11%	-33%	-1%	-13%	0%
[18] CCOC(=O)C(=Cc1ccc(OCc2ccc([N+](=O)[O-])cc2)c(OC)c1)C(=O)OCC
 : -37%	i	2%	·	21%	-15%	2%	0%	-3%
[19] COc1cc(-c2cc3nc(NC4CCCCC4)ccn3n2)cc(OC)c1OC
 : -9%	i	1%	22%	35µM*	-20%	·	?	9%
[20] O=C(COn1nnc2ccc(Cl)cc21)NC1CCS(=O)(=O)C1 (stereo not given)
 : 16%	i	-1%	4%	-1%	9%	-1%	-2%	-3%

Next part
Results follow in this order: PTHR1 agonist	pAkt inh	aSyn rescue	FUS suppressor	TDP43 rescue	GLP1R cytotox	MmCpn inh	GLP1R inv ag	Abeta rescue
[21] Cc1ccc(C(=O)CSc2nnc(COc3cccc4cccnc34)o2)cc1
 : -93%[inhibitor]	i	2%	9%	-1%	9%	2%	9%	-9%
[22] COCCn1c(SCC(=O)NC2CCCC2)nc2c(c1=O)SCC2
 : i	i	-9%	15%	-3%	4%	-3%	-1%	-2%
[23] Fc1cccc(-n2ncc3c2ncn2nc(COc4ccc(Cl)cc4)nc32)c1
 : 27%	·	·	-7%	6%	-7%	·	11%	-27%
[24] COc1ccc(N2CCN(CC(=O)Nc3ccc(C)cc3)CC2)cc1
 : i	i	-2%	-1%	16%	0%	0%	?	-4%
[25] CCOC(=O)N1CCN(C(c2cc3ccccc3o2)c2nnnn2C(C)(C)C)CC1 (stereo not given)
 : -38%[inhibitor]	i	7%	20%	19%	-3%	·	-9%	4%
[26] Cc1cccc(OC(=O)c2snnc2C)c1C
 : -5%	·	·	-14%	22%	18%	·	6%	-7%
[27] CCOC(=O)N1CCC(NC(=O)c2cc(C)c3c(C)nn(-c4ccccc4)c3n2)CC1
 : -4%[57.5 µM]	i	1%	6%	-12%	-17%	0%	0%	6%
[28] COc1ccc2nc(C)cc(N3CCN(S(=O)(=O)c4ccccc4F)CC3)c2c1
 : ?	i	-6%	9%	-17%	-4%	-1%	-30%	-10%
[29] CCCCCn1c(=S)[nH]c2cc(C(=O)N3CCCC3)ccc2c1=O
 : -2%	i	-6%	-7%	-6%	7%[7.66 µM]	-4%	-18%[7.66 µM]	14%
[30] Cc1cccc(C)c1NC(=O)CN(C)C(=O)c1ccccc1SCC(=O)N1CCCC1
 : i	i	4%	-9%	-22%	9%	-1%	-13%	-2%
[31] CCCCN(C(C)=O)c1ccc2c(c1)C1CC2CCN1C(=O)OCc1ccccc1 (stereo not given)
 : -44%[inhibitor]	i	15%	42%	3%	-1%	·	?	-3%
[32] CCC(=O)N1CCc2cc(S(=O)(=O)NCCC(=O)Nc3ccc(OC)c(Cl)c3)ccc21
 : -25%	·	·	30%	24%	6%	·	12%	5%
[33] CC1CCCC(NC(=O)COC(=O)Cc2ccc(Br)cc2)C1C (stereo not given)
 : i	i	7%	21%	4%	-10%	-1%	-21%	19%
[34] CC(C)(C)OC(=O)[C@H](Cc1ccccc1)NC(=O)c1[nH]cnc1C(=O)N[C@@H](Cc1ccccc1)C(=O)OCc1ccccc1
 : -18%	i	3%	16%	0%	-3%	1%	?	5%
[35] Clc1ccc2c(c1)c1ccccc1n2CN1CCOCC1
 : i	i	-5%	4%	?	7%	-29%	?	19%
[36] O=C1CCCc2ccccc2N1Cc1ccccc1Cl
 : -7%	i	18%	-2%	10%	13%	-2%	?	2%
[37] COc1ccc2nc(C)cc(Nc3ccc(N4CCN(C)CC4)cc3)c2c1
 : -15%	i	2%	-25%	-5%	?	1%	5.6µM*	-1%
[38] COc1cccc(CNC(=O)CSC2=Nc3ccccc3C3=NC(C)C(=O)N23)c1OC (stereo not given)
 : -16%	·	·	26%	-11%	-5%	·	14%	-10%
[39] CCC(C)Sc1nc2c(c(=O)[nH]c(=O)n2C)n1Cc1ccccc1Cl (stereo not given)
 : -2%	i	0%	?	13%	2%	0%	?	-8%
[40] Cc1ccc(S(=O)(=O)/N=C2/NC(=O)/C(=C/c3cccnc3)S2)cc1
 : -22%[57.5 µM]	i	-1%	18%	-10%	2%	-1%	-30%	3%

(more compounds)
Results follow in this order: PTHR1 agonist	pAkt inh	aSyn rescue	FUS suppressor	TDP43 rescue	GLP1R cytotox	MmCpn inh	GLP1R inv ag	Abeta rescue
[41] CCOC(=O)c1c(NC(=O)c2cc(C)on2)sc(C)c1C
 : -24%	·	·	-5%	16%	0%	·	12%	-6%
[42] O=C(COC(=O)C1CCN(S(=O)(=O)c2cccc3cccnc23)CC1)c1ccc(F)cc1
 : i	i	-7%	21%	-1%	0%	-3%	5%	-6%
[43] COCCn1c(SCC(=O)Nc2nc(C)c(Cl)cc2Cl)nc2ccccc21
 : -4%[57.5 µM]	i	3%	?	-1%	-13%	1%	-18%	3%
[44] Cc1ccc(NC(=O)C(Cc2ccccc2)NC(=O)c2ccco2)cc1 (stereo not given)
 : i	i	-3%	-4%	-24%	2%	-4%	0%	1%
[45] CNC(=O)c1c[nH]c2ccc(S(=O)(=O)Nc3cccc(Cl)c3C)cc2c1=O
 : i	·	·	19%	9%	-19%	-1%	-29%	-16%
[46] COc1ccccc1C(=O)NCCC(=O)Nc1ccc(S(=O)(=O)N2CCCC(C)C2)cc1 (stereo not given)
 : -61%[inhibitor]	i	4%	?	17%	-9%	1%	-28%	9%
[47] COc1ccc(S(=O)(=O)N2CCC(C(=O)NCCc3ccccc3)CC2)cc1OC
 : i	i	0%	28%	-15%	-9%	0%	-5%	-3%
[48] CC(Nc1ccc(N2CCOCC2)cc1)C(=O)N1c2ccccc2CC1C (stereo not given)
 : i	i	5%	13%	20%	4%	4%	19%	11%
[49] CC(C)CCNC(=O)Cc1ccc(NC(=O)N2CCCCc3ccccc32)cc1
 : i	·	·	6%	18%	4%	·	-12%	-1%
[50] Cn1c(=O)c2c(nc(Oc3ccccc3Cl)n2C)n(C)c1=O
 : -21%	i	-3%	-2%	?	-7%	2%	18%	-20%
[51] Cc1cccc(OCC(=O)N(Cc2ccc(C(C)(C)C)cc2)Cc2ccco2)c1
 : -19%	·	·	27%	8%	1%	·	?	-7%

Structures above containing a nitro group on carbon, in the order listed:
Results follow in this order: PTHR1 agonist	pAkt inh	aSyn rescue	FUS suppressor	TDP43 rescue	GLP1R cytotox	MmCpn inh	GLP1R inv ag	Abeta rescue
[5] O=C(COc1ccccc1[N+](=O)[O-])NCC1COc2ccccc2O1 (stereo not given)
 : -85%[inhibitor]	i	21%	-4%	3%	-18%	0%	12%	6%
[8] CN(C)c1ccc(C(CNS(=O)(=O)c2ccc([N+](=O)[O-])cc2)N2CCOCC2)cc1 (stereo not given)
 : i	i	-11%	-14%	-11%	-1%	-2%	-13%	5%
[18] CCOC(=O)C(=Cc1ccc(OCc2ccc([N+](=O)[O-])cc2)c(OC)c1)C(=O)OCC
 : -37%	i	2%	·	21%	-15%	2%	0%	-3%
